Assay outcomes deposited in PubChem by NCI.
All columns: NCI-60 one-dose screen, growth in % after 48 h at 10 µM unless noted; 100 = growth as untreated, 0 = no growth, -100 = all killed.
HL-60(TB): HL-60(TB) leukemia cells; 78,000 compounds, 9% hits; AID 1794776; active = growth percent below 10
The depositor's hits bear a star; & = joins results of further samples.

SMILES | HL-60(TB)
NC(=S)N/N=C/c1cn(-c2ccc(C(=O)O)cc2)nc1-c1ccc(C(=O)O)cc1 | 113
C=C(C)[C@@H]1CC[C@]2(C(N)=O)CC[C@]3(C)[C@H](CC[C@@H]4[C@@]5(C)CCC(=O)NC(C)(C)[C@@H]5CC[C@]43C)[C@@H]12 | 82
NC(=S)NN=C(c1ccc(O)cc1)c1ccc(O)cc1 | 97
C[N+](C)(C)C(Cc1c[nH]c2ccccc12)C(=O)O (stereo unspecified) | 98
O=C(CSc1n[nH]c(-c2ccncc2)n1)c1ccccc1 | 104
CCCn1cnc2c(c1=N)C(c1ccc(O)cc1)c1sc3c(F)cccc3c1O2 (stereo unspecified) | 98
Cc1ccc(-c2nc(Nc3cccc(C(=O)O)c3)c3ccccc3n2)cc1 | 85
COc1ccc(/C=C(/c2ccc([N+](=O)[O-])cc2)c2nn[nH]n2)c2ccccc12 | 104
CC1CN2C(=O)C1(c1ccccc1)C(=O)NC2=S (stereo unspecified) | 97
CC(=O)Nc1cccc(-c2nc3ccc(-c4ccc(O)cc4)cc3[nH]2)c1 | 39
O=C1CC2(CCOCC2)Oc2cccnc21 | 108
CC(C)CCc1nc2ccc(NCc3ccccc3)cc2[nH]1 | 86
[O-]/[N+](=C\c1ccc(Cl)cc1Cl)c1ccccc1 | 104
O=C(c1ccc(Cl)cc1)C1[C@H](c2ccc(Cl)cc2)[C@@H](c2ccccc2)NC12C(=O)Nc1ccc(Cl)cc12 (stereo partly specified) | 42
COc1ccc(Cn2nc(-c3ccc(OC)c(OC)c3)c3c2CCc2cnoc2-3)cc1 | 61
CCCC(CCC)NCCOC(=O)c1ccc([N+](=O)[O-])cc1 | 96
O=C(C[C@@]1(O)C(=O)Nc2c(Cl)ccc(Cl)c21)c1ccc(C2CC2)cc1 | -18*
O=C(Cn1nc(-c2ccccc2)ccc1=O)Nn1c(-c2ccc(Br)cc2)csc1=NC1CCCCC1 | 40
Clc1ccccc1Nc1nnc(-c2c[nH]c3ccccc23)o1 | -0.5*
COc1ccc(/C=C2\CN(C)CC3=C2OC(N)=C(C#N)C3c2ccc(OC)c(OC)c2)cc1OC (stereo unspecified) | 148
COc1ccccc1CC(=O)c1ccccc1OC | 79
O=C(OCc1ccc2c(Br)cc(Br)c(O)c2n1)c1c[nH]c2ccccc12 | 69
COc1ccc(OC)c(-c2cc(-c3ccc(Cl)cc3)c3c(N)c(C(C)=O)sc3n2)c1 | 113
CN(C(=O)CCl)c1ccccc1 | 101
CCCn1nc(C(=O)N2CCCCC2)c2c1CCC(NCCCN1CCCC1=O)C2 (stereo unspecified) | 104
SMILES | HL-60(TB)
Cc1ccc(N=NC(C#N)C#N)cc1 | 113
CCOC(=O)c1nnn(-c2ccccc2)c1-c1cccnc1 | 98
Cc1nn2c(=O)c3c4c(sc3nc2n1-c1ccc(Cl)cc1)CN(C)CC4 | 92
CNC(Cc1ccccc1)c1ccco1 (stereo unspecified) | 109
O=C(Nc1sc2c(c1C(=O)O)CCCC2)c1ccc([N+](=O)[O-])cc1 | 93
CCn1c(Cc2ccccc2)nc2c1c(=O)n(C)c(=O)n2C | 126
CC(=O)OCC(=O)NCCCOc1cccc(CN2CCCCC2)c1 | 85
Cc1ncc(CC#N)c2c1OC(C)(C)OC2 | 96
CCC1(c2ccccc2)Oc2ccccc2-n2c(C#N)c3ccccc3c2C1=O (stereo unspecified) | 93
Cc1cc(=O)oc2cc(OCCOc3ccc(/C=C/C(=O)Nc4ccc(F)c(Cl)c4)cc3)ccc12 | 97
O=C1c2nc3n(c2C(=O)c2nc4n(c21)CCC4)CCC3 | 102
COc1ccc(C2CC(=O)c3c(O)cc(OC4OC(CO)C(O)C(O)C4OC4OC(C)C(O)C(O)C4O)cc3O2)cc1O (stereo unspecified) | 79
CCOC(=O)C(C)(N)Cc1ccc(O)c(O)c1 (stereo unspecified) | 85
CCSc1nc2nccnc2c(=O)[nH]1 | 111&122
c1cc(SSc2ccncc2)ccn1 | 88
Cc1c(C)c(Cl)c(C)c(C)c1Cl | 96
O=C(N=Nc1c(O)n(Cc2ccccc2)c2ccccc12)c1ccc(Cl)cc1 | 98
O=C(c1ccccc1)C(Br)C(Br)c1ccccc1 (stereo unspecified) | 40
Cc1ccc(-n2cc3c(-c4cc5c(ccc6ccccc65)oc4=O)nnc(-c4cc5ccccc5o4)c3n2)cc1 | 62
O=C1NC(=O)[C@@H](c2cn3c4c(cccc24)CCC3)[C@@H]1c1c[nH]c2ccccc12 | -21*
Cc1ncc(C#N)c(N)n1 | 109
COc1ccc(/C=C(/C2=NCCN2)n2ccc3ccccc32)cc1 | 92
CCOC(=O)c1cnn(-c2ccc(S(N)(=O)=O)cc2)c1N | 93
COc1cc2ncnc(Sc3nnc(NC(=O)c4ccc(C)cc4)s3)c2cc1OC | 97
Cc1ccccc1OCc1cn(Cc2ccc(-c3ccccc3-c3nn[nH]n3)cc2)nn1 | 144
SMILES | HL-60(TB)
C=CCn1c(SCC(=O)Nc2ccc(OC)cc2)nnc1-c1ccc(Cl)cc1 | 78
COc1cccc(N2CCN(C3=CC(=O)C(C)=C(C)C3=O)CC2)c1 | 96
N#Cc1ccc(C(F)(F)F)nc1N1CCC(C(=O)Nc2ccc(C(F)(F)F)cc2)CC1 | 86
Cc1ccc(C)c(Cn2c(N3CCC(C(=O)NCc4cccs4)CC3)nc3ccccc32)c1 | 104
COC1OC2COC(c3ccccc3)OC2C(O)C1NC(C)=O (stereo unspecified) | 102
CCN1CCN(C(=O)NC(C(=O)N[C@@H]2C(=O)N3[C@@H]2SC(C)(C)[C@@H]3C(=O)O)c2ccccc2)C(=O)C1=O (stereo partly specified) | 117
COc1cccc2c1C(=O)c1c(O)c3c(c(O)c1C2=O)C[C@@](O)(/C(C)=N/NC(=O)c1ccc(Cl)cc1)C[C@@H]3OC1CC(N)C(O)C(C)O1 (stereo partly specified) | -53*
NS(=O)(=O)c1ccc(NC(=O)N2CCN(C(=O)COc3ccc(Cl)cc3)CC2)cc1 | 101
O=C(Nc1ccc(F)c(Cl)c1)c1cc(-c2ccc(F)cc2F)ccc1O | -41*
CC(C)OCc1cn[nH]n1 | 106
C=C(C)[C@@H]1CC[C@]2(NC(=O)Nc3ccccn3)CC[C@]3(C)[C@H](CC[C@@H]4[C@@]5(C)CCC(=O)C(C)(C)[C@@H]5CC[C@]43C)[C@@H]12 | 81
C=CCCC(C)(C(=O)OCC)C(=O)OCC | 100
O=C(Nc1ccc(F)cc1)Nc1ccc(CCO)cc1 | 101
CC(NC(=O)c1cccc2c1Oc1ccccc1S2)C(=O)O (stereo unspecified) | 101
COc1ccc(OC)c(Nc2nnc(-c3ccc(OC)c(OC)c3)o2)c1 | 92
COc1cccc(OC)c1-c1cnc2nonc2n1 | 77
Cc1ccc(C(=O)Nc2ccccc2N)cc1 | -19*
CC(C)c1cccc(C(C)C)c1OCCN1CCCC1 | 96
CC/C(=C(/c1ccc(O)cc1)c1ccc(OCCN2CCCCC2)cc1)c1ccc(OC)cc1 | 82
c1ccc([P+](Cc2ccccc2C[P+](c2ccccc2)(c2ccccc2)c2ccccc2)(c2ccccc2)c2ccccc2)cc1 | 94
Cc1nc2cc(Nc3nc(N4CCCCC4)nc(N4CCOCC4)n3)ccc2n1Cc1ccccc1 | 75
CCOC(=O)C(Cc1ccccc1)n1c(O)c(/C=N/c2ncn[nH]2)sc1=S (stereo unspecified) | 85
N=C(Cc1nc(-c2ccc(Cl)cc2)cs1)Sc1ccccc1N | 82
COc1ccc(C(=O)/C=C/c2ccc3c(c2)OC(F)(F)O3)cc1S(N)(=O)=O | 106
NS(=O)(=O)c1ccc(CCn2c(SCC(=O)c3ccccc3)nc3ccccc3c2=O)cc1 | 86
SMILES | HL-60(TB)
Cc1nc(Nc2ccc(OCc3c(-c4ccccc4)no[n+]3[O-])cc2)c2c(C)nn(-c3ccccc3)c2n1 | 111
Cc1cc(-c2ccco2)c(C#N)c(=O)[nH]1 | 103
CCCOC(=O)N[C@H]1CCc2c(Br)c(OC)c(OC)c(OC)c2-c2ccc(SC)c(=O)cc21 | -26*
COc1ccc(-c2cncn2-c2ccc(-c3nc4cc(OC)c(OC)c(OC)c4s3)cc2)cc1OC | 38
C1COCC(CC2COCCN2)N1 (stereo unspecified) | 86
Cc1ccc(-c2nc([P+](c3ccccc3)(c3ccccc3)c3ccccc3)c(S(=O)(=O)c3ccc(C)cc3)o2)cc1 | -14*
O=c1c2cc(F)ccc2sc2c(N3CCNCC3)nc3ccccc3c12 | -52*
COc1ccc2c(c1OC)C(=O)N1c3ccccc3N=C(c3ccc(C)cc3)CC21 (stereo unspecified) | 106
CCOC(=O)/C(F)=C/C1CC1C1CCN(C(=O)OC(C)(C)C)CC1 (stereo unspecified) | 102
COc1cc2c(c(OC)c1OC)CCC(c1cccc(C(=O)Nc3ccccc3Br)c1)O2 (stereo unspecified) | 79
COc1ccc(C)c2sc(N(Cc3cccnc3)C(=O)c3ccc(C#N)cc3)nc12 | -6.5*
Cc1ccc(-n2nnnc2N)c(C)c1 | 117
COc1ccc(C(=O)COc2ccc(/C=C3\Oc4ccc5ccccc5c4C3=O)cc2)cc1 | 87
CC(C)CCC[C@@H](C)[C@H]1CC[C@H]2[C@@H]3CC=C4C[C@@H](SC#N)CC[C@]4(C)[C@H]3CC[C@]12C | 96
CCN(CC)CCSCCNc1c(C)cnc2ccc(Cl)cc12 | 101
OCc1cnccc1NC1CCNC1 (stereo unspecified) | 97
O=C1c2ccccc2C(=O)N1Nc1ccccc1 | 78
Fc1ccc(-c2nc(-c3nc4ccc(Cl)cc4[nH]3)cc3c2[nH]c2ccccc23)cc1F | 90
C#Cc1ccc2c(c1)C(c1ccccc1)=NCC(=O)N2C | 1.5*
CCOC(=O)c1ccc2c(c1)nc(-c1ccccc1)n2C1CCCCC1 | 63
CC1SC(c2ccc(N(C)C)cc2)N(NC(=O)C(O)(c2ccccc2)c2ccccc2)C1=O (stereo unspecified) | 84
Cc1ccccc1N=C(c1ccccc1)C1C(=O)c2ccccc2C1=O | 79
COc1ccc(OC)cc1 | 91
CCOC(=O)C1=NNC(=O)C1 | 90
Cc1ccc(Oc2nc(SCC(=O)Nc3nc4ccc(C)cc4s3)nc(-c3ccccc3)c2C#N)cc1 | 91
SMILES | HL-60(TB)
COC(=O)CSC1=C(C)C(=O)c2ccccc2C1=O | 46
O=C(O)c1ccccc1N/C=C/C(=O)c1cc2cc(Br)ccc2oc1=O | 98
OCCNCCNC(Cc1ccc(Cl)cc1)c1ccccc1 (stereo unspecified) | 76
c1ccc(-c2ccc(-c3nccc4ccccc34)[nH]2)cc1 | 65
Cc1ccc(CN(C)C)o1 | 78
O=C(NO)c1ccc(CN2CC(=O)N(Cc3ccccc3)[C@H](Cc3ccccc3)C2=O)cc1 | 102
CCCCCCCCCCCC(=O)NCCCN(C)C | 84
CC(=O)N[C@H](C(=O)N[C@@H](CCCNC(=N)N)C(=O)N[C@@H](CCCCN)C(=O)N[C@@H](CCCNC(=N)N)C(=O)NC(C(=O)N[C@@H](CC(C)C)C(=O)N[C@@H](CCCNC(=N)N)C(=O)N[C@@]1(C)CCC/C=C\CCC[C@@](C)(C(=O)N[C@@H](CCCNC(=N)N)C(=O)N[C@@H](CCC(=O)O)C(=O)N[C@@H](CC(C)C)C(=O)N[C@H](C(=O)N[C@@H](CCC(=O)O)C(N)=O)C(C)C)NC(=O)[C@H](CCC(N)=O)NC(=O)[C@H](CC(C)C)NC(=O)[C@H](CC(C)C)NC1=O)[C@@H](C)O)C(C)C (stereo partly specified) | -41*
N=C1C(=O)NC(=O)C1c1ccccc1 (stereo unspecified) | 125
N#Cc1c(NC(=O)c2cccc(C(F)(F)F)c2F)sc2c1CCC(=O)C2 | -17*
COc1cccc(C2CC(c3ccc(Nc4nc(Nc5ccc(Cl)cc5)nc(Nc5ccc(Cl)cc5)n4)cc3)=NN2C(C)=O)c1 (stereo unspecified) | 104
NC(=O)c1c(NC(=O)c2ccc(C(F)(F)F)cc2Cl)sc2c1CCC(=O)C2 | -13*
CCCCC(O)Cn1ncc(C(=O)OCC)c1NC(=O)NCc1cccc(F)c1 (stereo unspecified) | 97
c1ccc(COc2cccc(-c3nc4sccn4c3-c3ccccc3)c2)cc1 | 99
O=C1NC(=O)C(=Cc2ccc(OCC(=O)N3CCOCC3)cc2)C(=O)N1 | 104
N#Cc1c(N2CCOCC2)nc(=S)[nH]c1-c1ccccc1 | 70
NS(=O)(=O)c1ccc(Nc2ccnc(SCC(=O)c3ccc(F)cc3)n2)cc1 | 102
Cc1ccc(Cc2cnc(NC(=O)/C=C/c3ccc(Cl)c(Cl)c3)s2)cc1 | 102
CN(C)CCCN1CN(CCCN(C)C)CN(CCCN(C)C)C1 | 106

Of the compounds above, these contain an NH in an aromatic ring:
SMILES | HL-60(TB)
C[N+](C)(C)C(Cc1c[nH]c2ccccc12)C(=O)O (stereo unspecified) | 98
O=C(CSc1n[nH]c(-c2ccncc2)n1)c1ccccc1 | 104
COc1ccc(/C=C(/c2ccc([N+](=O)[O-])cc2)c2nn[nH]n2)c2ccccc12 | 104
CC(=O)Nc1cccc(-c2nc3ccc(-c4ccc(O)cc4)cc3[nH]2)c1 | 39
CC(C)CCc1nc2ccc(NCc3ccccc3)cc2[nH]1 | 86
Clc1ccccc1Nc1nnc(-c2c[nH]c3ccccc23)o1 | -0.5*
O=C(OCc1ccc2c(Br)cc(Br)c(O)c2n1)c1c[nH]c2ccccc12 | 69
CCSc1nc2nccnc2c(=O)[nH]1 | 111&122
O=C1NC(=O)[C@@H](c2cn3c4c(cccc24)CCC3)[C@@H]1c1c[nH]c2ccccc12 | -21*
Cc1ccccc1OCc1cn(Cc2ccc(-c3ccccc3-c3nn[nH]n3)cc2)nn1 | 144
CC(C)OCc1cn[nH]n1 | 106
CCOC(=O)C(Cc1ccccc1)n1c(O)c(/C=N/c2ncn[nH]2)sc1=S (stereo unspecified) | 85
Cc1cc(-c2ccco2)c(C#N)c(=O)[nH]1 | 103
Fc1ccc(-c2nc(-c3nc4ccc(Cl)cc4[nH]3)cc3c2[nH]c2ccccc23)cc1F | 90
c1ccc(-c2ccc(-c3nccc4ccccc34)[nH]2)cc1 | 65
N#Cc1c(N2CCOCC2)nc(=S)[nH]c1-c1ccccc1 | 70

Only part of the results is shown (hit frequency here may not be typical).
